# Screening results (PubChem BioAssay)
# NPY-Y1 PAM-ag = potentiates or activates human NPY-Y1 receptor. activation, % at 3.6 µM. AID 1304. NPY-Y1 expressing cells, potentiator/agonist activation. 220,000 compounds, 0.37% hits; in the data active = activation above about 33%, passing the limit was not always enough;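 note: cells stimulated with NPY at EC10 then isoproterenol at EC100; 0% = low agonist plus stimulus and 100% = saturating agonist plus stimulus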
# S1P4 antag = antagonists of human S1P4 receptor | O95977 | S1P4-expressing cells, antagonist mode, reporter read-out | inhibition, % at 4.98 µM | 220,000 compounds, 0.26% hits | AID 1510; in the data active = inhibition above about 29%;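 note: 0% = wells stimulated with agonist and 100% = vehicle wells without agonist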
# Target sequence (O95977 whole entry, looked up): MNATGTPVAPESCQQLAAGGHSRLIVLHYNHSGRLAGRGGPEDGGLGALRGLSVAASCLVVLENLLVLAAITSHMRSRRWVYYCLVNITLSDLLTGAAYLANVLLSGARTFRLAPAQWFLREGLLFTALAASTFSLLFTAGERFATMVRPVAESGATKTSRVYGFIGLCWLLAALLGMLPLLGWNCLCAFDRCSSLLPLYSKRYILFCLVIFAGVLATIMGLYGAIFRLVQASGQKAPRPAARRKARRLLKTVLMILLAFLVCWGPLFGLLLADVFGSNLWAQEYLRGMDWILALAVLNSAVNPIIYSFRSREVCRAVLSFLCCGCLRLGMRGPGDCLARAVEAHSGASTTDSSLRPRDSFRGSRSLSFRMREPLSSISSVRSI
# Ba/F3 V617F tox = reduce viability of Ba/F3 cells dependent on JAK2V617F. Ba/F3 EpoR-JAK2V617F viability, ATP luminescence. inhibition, % at 5.6 µM. 220,000 compounds, 1.1% hits. AID 1446;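 active = inhibition above the campaign mean plus 3 SD over all tested compounds, cut at about 24% in these data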;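 note: cytokine-independent growth of Ba/F3 cells driven by EpoR plus mutant JAK2; 0% = DMSO-treated cells and 100% = JAK inhibitor I control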
# Runt-CBFb FRET = inhibitors of human RUNX1 Runt domain binding to CBFb; 220,000 compounds, 0.46% hits; inhibition, % at 20 µM; Cerulean-Runt/Venus-CBFb FRET ratio 530/480, 1 h; AID 1496; Q01196+Q13951;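 active = inhibition over about 50% at 20 µM in the single-dose screen, limit read from the data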;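 note: 0% = DMSO wells and 100% = excess unlabeled CBFb competitor control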
#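 Measured by: fluorescence energy transfer, 422 nm excitation, 530/480 nm emission; test system: Cerulean-tagged RUNX1 Runt domain (FRET donor) fusion protein; buffer or medium: Tris pH 7.5 buffer with BSA; compound: one dose, 20 µM compound, 1% DMSO; times: two 1 h room-temperature incubations shielded from light; benchmarks: unlabeled CBFb 5 µM, positive control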
# NPY-Y2 PAM-ag = potentiates or activates human NPY-Y2 receptor; P49146; cells expressing NPY-Y2, potentiator/agonist read-out; activation, % at 3.6 µM; 220,000 compounds, 0.45% hits; in the data active = activation above about 27%;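 note: cells stimulated with NPY near EC25 plus isoproterenol at EC100; 0% = vehicle plus submaximal agonist and 100% = vehicle plus saturating agonist; some results beyond the cut were filed as inactive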
# Target sequence (P49146 whole entry, looked up): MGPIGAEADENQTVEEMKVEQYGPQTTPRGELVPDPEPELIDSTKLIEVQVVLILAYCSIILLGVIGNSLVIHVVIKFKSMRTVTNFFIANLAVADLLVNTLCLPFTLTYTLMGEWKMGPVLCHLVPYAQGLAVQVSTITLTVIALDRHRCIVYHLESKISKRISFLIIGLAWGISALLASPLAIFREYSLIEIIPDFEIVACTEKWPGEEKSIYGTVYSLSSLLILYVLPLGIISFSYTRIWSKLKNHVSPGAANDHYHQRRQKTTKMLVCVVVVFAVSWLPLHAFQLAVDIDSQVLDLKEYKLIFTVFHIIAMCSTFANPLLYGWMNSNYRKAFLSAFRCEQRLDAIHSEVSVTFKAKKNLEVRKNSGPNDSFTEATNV
# RBBP9 inhibitor = human RBBP9 hydrolase inhibition; O75884; recombinant RBBP9, FP-Rh probe fluorescence polarization; inhibition, % at 7.94 µM; 220,000 compounds, 0.2% hits; AID 1515;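 active = inhibition above the campaign mean of all tested compounds plus 3 SD, cut at about 14% in these data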;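 note: plate controls were DMSO wells with RBBP9 for no effect and wells lacking RBBP9 protein for full effect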
# Target sequence (O75884 whole entry, looked up): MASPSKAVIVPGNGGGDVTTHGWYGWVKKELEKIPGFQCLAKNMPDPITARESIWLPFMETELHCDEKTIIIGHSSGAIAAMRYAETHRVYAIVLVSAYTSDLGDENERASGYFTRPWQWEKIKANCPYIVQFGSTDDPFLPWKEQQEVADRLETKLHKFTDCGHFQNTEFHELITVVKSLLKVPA
#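 System: RBBP9 protein | Quantity: 2.5 µM RBBP9 dispensing solution, before mixing | Reagent: FP-Rh probe, 375 nM dispensing solution | Timing: Enzyme-compound preincubation 30 min, then probe labeling 45 min, 25 °C | Measured by: Fluorescence polarization | Read-out: % inhibition | Replication: One well per compound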
# S1P4 ag = agonists of human S1P4 receptor; O95977; S1P4-expressing cell line, agonist reporter assay; activation, % at 4.98 µM; 220,000 compounds, 0.35% hits; AID 1509; in the data active = activation above about 11%;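 note: 0% = DMSO vehicle and 100% = reference agonist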
# BaF3 parental = counter-screen for JAK2V617F inhibitors: parental Ba/F3 viability inhibitors | 220,000 compounds, 1.1% hits | CellTiter-Glo ATP luminescence | AID 1486 | inhibition, % at 5.6 µM;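 active = inhibition above a per-campaign cutoff, the mean inhibition of all tested compounds plus 3 SD, cut at about 27% in these data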;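 note: 0% = DMSO wells and 100% = JAK Inhibitor I control wells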
# NPY Y1 blocker = NPY-Y1 (human) receptor antagonism; AID 1040; 200,000 compounds, 1% hits; inhibition, % at 3.6 µM; HEK293-CNG Y1 cells, membrane potential fluorescence; NPY at EC95, then isoproterenol;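 active = inhibition above the campaign mean inhibition of all tested compounds plus 3 SD, cut at about 20% in these data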;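 note: 0% = DMSO wells given NPY plus isoproterenol and 100% = isoproterenol alone without NPY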
#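 Material: HEK293 cells co-expressing NPY Y1 receptor and cyclic-nucleotide gated channel. Timing: compound incubation 1 h at room temperature, readout 45 min post-stimulation. Signal: fluorescence, membrane potential probe.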
# * = called active by the depositor; / = no result given.
SMILES,NPY-Y1 PAM-ag,S1P4 antag,Ba/F3 V617F tox,Runt-CBFb FRET,NPY-Y2 PAM-ag,RBBP9 inhibitor,S1P4 ag,BaF3 parental,NPY Y1 blocker
CSc1nsc(SCC(=O)N2CCCc3ccccc32)n1,-5,-33,2,1,-7,-6,1.9,5,7
O=C1CCC(=O)N1CC(O)COc1ccccc1 (configuration not stated),-18,20,5,0,8,-7,0.5,-1,/
CCC1(CC)NC(=O)N(CC(=O)Nc2ccc(S(=O)(=O)N3CCOCC3)cc2)C1=O,-4,-22,1,1,-7,-1,0.4,8,-3
Cc1ccc(S(=O)(=O)c2c(C)cc(C)nc2Oc2cccc(C)c2C)cc1,13,-17,-2,0,3,-4,1.4,5,-1
CCn1c(SCC(N)=O)nc2c(c1=O)C1(CCCC1)Cc1ccccc1-2,-11,-2,2,0,14,0,0.5,5,-1
CCOC(=O)C1=C(O)/C(=C\c2ccc(O)c(OCC)c2)N=C1C,9,2,0,0,-11,-4,1.4,-4,/
O=c1c2ccccc2nnn1CCO,-7,-9,0,0,-2,-9,1.1,5,-5
CCn1nccc1C(=O)Nc1nccs1,1,-14,-4,0,4,-2,-1.8,1,-4
CCCC(CCC(=O)Nc1ccc(S(N)(=O)=O)cc1)C(=O)O (configuration not stated),-13,-3,-2,0,-10,-6,1.1,2,-5
O=C(CC1C(=O)NCCN1Cc1cccc(Oc2ccccc2)c1)NCc1cccnc1 (configuration not stated),-13,-14,3,-1,-9,-4,-0.8,6,4
O=C(NCc1ccco1)C1CCCN(S(=O)(=O)c2cccc3nonc23)C1 (configuration not stated),-14,-3,1,2,-26,1,0.8,2,-1
OC1(c2ccc(F)cc2)CSC(=Nc2cccnc2)N1Cc1ccco1 (configuration not stated),26,-4,1,3,34*,-6,0.7,12,-11
CCCS(=O)(=O)N1CCN(C(=O)c2cc(OC)cc(OC)c2)CC1,-16,5,2,1,-13,0,-1.3,6,0
Cc1ccc(NCC(O)Cn2cnc3c2c(=O)n(C)c(=O)n3C)cc1 (configuration not stated),6,10,-2,1,-2,1,0.3,1,/
CCCNS(=O)(=O)/C=C/c1ccccc1,21,26,0,1,5,-5,-0.6,7,4
O=C1CCCCC1Sc1nnc(Cc2cccs2)n1CCc1ccccc1 (configuration not stated),-7,-11,-1,-3,-8,-6,2.2,12,6
CCC(C)NC(=O)CSc1nc2n[nH]c(C)c2c(=N)n1-c1ccc(OC)cc1 (configuration not stated),-6,-8,2,-2,4,-5,2.5,3,3
Cn1c(=O)c2[nH]c(Nc3ccccc3)nc2n(C)c1=O,11,-10,-2,1,7,-3,-2.1,0,-13
Clc1ccc(SCc2cc(N3CCOCC3)nc(-c3ccccn3)n2)cc1,-11,-8,1,-2,-20,1,0.8,2,3
C/C(N)=C(/C#N)C(=O)CSc1nc2ccccc2c(=O)n1-c1ccc(C)c(Cl)c1,15,-11,-2,1,1,-8,-1.2,3,7
CC(C)CC1CCCCC1OC(=O)CN1CCCCC1 (configuration not stated),18,3,-1,-1,11,-1,-0.1,1,3
Cc1ccc(CN2CCN(/N=C\C(Br)=C\c3ccccc3)CC2)cc1,5,-8,-3,0,-5,-4,0.8,-1,4
COc1ccc(Nc2cc(C)nc(-n3nc(C)cc3C)n2)cc1,-16,5,77*,0,-3,-12,0.3,78*,1
COc1ccc(-c2cc(C(=O)OC(C)C(=O)Nc3c(C)n(C)n(-c4ccccc4)c3=O)c3ccccc3n2)cc1 (configuration not stated),6,-11,-3,-11,11,-4,1.9,1,1
CCc1cccc(NC(=O)C2CCN(S(=O)(=O)c3cccs3)CC2)c1,14,8,-3,-1,9,-2,-0.6,-1,-3
COc1cc(Cl)cc(C(=O)O)c1OCC(=O)O,24,2,-5,0,7,-3,0.4,0,-1
CCCc1[nH]nc2c1C(c1ccccc1OC)C(C#N)=C(N)O2 (configuration not stated),-5,13,4,-1,5,-16,-1.1,2,-7
CC1CCCC(NC(=O)COC(=O)Cc2ccsc2)C1C (configuration not stated),-12,-1,0,2,-3,-12,-3.6,3,4
O=C(CSCc1ccccc1)N/N=C/c1cc2c(cc1Br)OCO2,-28,-21,0,-2,-1,-2,2.2,4,6
CCCCOC(=O)Nc1ccc(S(=O)(=O)Nc2ccc([N+](=O)[O-])cc2)cc1,29,-3,0,-1,27,-10,-1.5,5,-1
Cc1ccc(Nc2nnc(SCC(=O)NCCN3C(=O)CSC3=O)s2)cc1,-13,-15,-3,1,4,13,-2.5,4,5
CCc1nnc(NC(=O)c2n[nH]c(=O)c3ccccc23)s1,5,-10,-3,0,1,-7,2.1,-4,/
C/C=C(\C)C(=O)NCCN1C2=NC[C@@H](C)N2C[C@@H]1Cc1ccc(OC)cc1,14,-18,-1,-1,13,-1,0.3,-2,-1
COc1ccccc1C(=O)NN=C1CCN(Cc2ccccc2)CC1,2,-4,6,1,-5,-2,0.4,13,4
CC(=O)c1ccccc1OC(=O)CCN1C(=O)C2C3C=CC(C4CC34)C2C1=O (configuration not stated),7,-4,-4,2,2,-1,-1.5,3,-7
COc1ccnc(Oc2cc(Cl)cc(Cl)c2)c1C#N,4,-4,2,-1,1,-2,0.2,5,4
CC(C)(C(=O)c1ccccc1)/[N+]([O-])=C/c1ccc(Br)cc1,1,-20,1,/,6,4,1.2,5,8
COc1ccc2nc(NC(=O)c3ccc(NS(=O)(=O)c4cccs4)cc3)sc2c1,25,5,2,-181,12,-8,-0.7,4,-6
COc1ccc(NC(=O)CSCc2ccccc2C)cc1,-4,-9,-1,-1,-5,-4,-1.1,7,5
CC1=NOC(=O)/C1=C\c1ccc(-c2cccc(Cl)c2)o1,22,2,1,21,-11,-9,1.2,1,7
O=C(COC(=O)CCC(=O)Nc1nccs1)NCc1ccco1,-19,-3,8,0,-8,-4,-1.9,8,-2
CCOc1cccc(-c2nn3c(-c4cc(C)[nH]n4)nnc3s2)c1,13,0,7,-3,3,-8,0.5,13,-1
CCS(=O)(=O)c1ccc2oc(Nc3ccccc3C)nc2c1,-13,-12,5,-1,-6,-11,1.2,7,-9
COc1cc(CN2CCN(c3cccc(C)c3C)CC2)cc(OC)c1O,-6,3,-1,4,7,0,-0.1,5,3
O=C(NC(=S)N1CCN(c2ccc([N+](=O)[O-])cc2)CC1)c1ccccc1Cl,-7,-15,-4,-4,-16,-8,0.9,4,2
Cn1cc(S(=O)(=O)CC(=O)Nc2ccc3c(c2)OCCO3)c2ccccc21,2,9,-3,3,15,-2,-0.5,2,0
CCCCC(=O)NCCNc1nc2c(c(=O)n(C)c(=O)n2C)n1Cc1ccccc1,1,-23,-1,0,-2,-3,3.2,3,1
CC(NC(=O)c1cc(F)c(F)cc1Cl)c1ccncc1 (configuration not stated),8,3,4,-2,-14,-7,0.9,5,0
CCOC(=O)c1ccc(Oc2nc(NC(C)(C)C)nc(N(C)C)n2)cc1,11,-2,-2,-3,8,1,-1.5,1,-9
O=C(NC1=NCCS1)c1sc2cc(F)ccc2c1Cl,3,-9,0,0,12,-2,-3.0,8,-6
# New compounds follow:
SMILES,NPY-Y1 PAM-ag,S1P4 antag,Ba/F3 V617F tox,Runt-CBFb FRET,NPY-Y2 PAM-ag,RBBP9 inhibitor,S1P4 ag,BaF3 parental,NPY Y1 blocker
O=C(N/N=C/c1c[nH]c2ccccc12)c1[nH]c2ccc(Br)cc2c1-c1ccccc1,24,12,76*,-4,18,-10,-0.1,68*,0
Cc1nc(COC(=O)c2ccc(S(=O)(=O)N3CCCC3)cc2)cs1,3,-16,2,-2,1,2,-0.1,5,-4
CCOC(=O)c1cnc(-c2ccccc2)nc1N(C)C,-9,-4,0,1,-5,-9,-0.1,2,4
Fc1ccc(OCCOCCOc2cccc3[nH]ccc23)cc1,11,-20,1,-2,2,4,-0.7,7,4
CN(c1ncnc(N)c1[N+](=O)[O-])C1CCS(=O)(=O)C1 (configuration not stated),5,-29,1,2,-23,-7,-0.3,3,0
CCOC(=O)C(NC(=O)NCc1ccc(OC)cc1)(OCC)C(F)(F)F (configuration not stated),8,3,-3,-1,5,6,2.0,6,-3
O=C(Cn1cnc2ccccc2c1=O)Nc1cccc(S(=O)(=O)N2CCCCC2)c1,3,5,2,-1,0,-9,0.0,2,/
O=C(CN1CCN(Cc2cccc(Cl)c2)C1=O)NCc1cccs1,6,11,-2,2,12,-5,1.2,4,2
CCOC(=O)C1CCCN(c2nc(C)nc3c2oc2ccccc23)C1 (configuration not stated),-10,-10,1,-3,-22,-4,0.1,12,7
O=C(COc1ccccc1)Nc1ccc(Cl)cn1,11,6,3,-1,-10,-3,-1.0,2,-1

# Arranged by SMILES length (smallest number first): some entries from above.
SMILES,NPY-Y1 PAM-ag,S1P4 antag,Ba/F3 V617F tox,Runt-CBFb FRET,NPY-Y2 PAM-ag,RBBP9 inhibitor,S1P4 ag,BaF3 parental,NPY Y1 blocker
Fc1ccc(OCCOCCOc2cccc3[nH]ccc23)cc1,11,-20,1,-2,2,4,-0.7,7,4
O=C(CN1CCN(Cc2cccc(Cl)c2)C1=O)NCc1cccs1,6,11,-2,2,12,-5,1.2,4,2
Cc1nc(COC(=O)c2ccc(S(=O)(=O)N3CCCC3)cc2)cs1,3,-16,2,-2,1,2,-0.1,5,-4
O=C(Cn1cnc2ccccc2c1=O)Nc1cccc(S(=O)(=O)N2CCCCC2)c1,3,5,2,-1,0,-9,0.0,2,/

# Next results follow.
SMILES,NPY-Y1 PAM-ag,S1P4 antag,Ba/F3 V617F tox,Runt-CBFb FRET,NPY-Y2 PAM-ag,RBBP9 inhibitor,S1P4 ag,BaF3 parental,NPY Y1 blocker
Cc1ccc(Nc2nnc(SCC(=O)Nc3ncc(S(=O)(=O)c4ccc([N+](=O)[O-])cc4)s3)s2)cc1,-8,-23,1,-3,-12,-7,0.8,2,-1
COC(=O)[C@@H](NC(=O)O[C@@H]1C(=O)c2ccc(OC)cc2O[C@H]1c1cccc(C(F)(F)F)c1)C(C)C,-32,9,-2,-8,5,-12,-0.1,1,4
Cc1cccc(CSCC(=O)NCc2ccc(S(N)(=O)=O)cc2)c1,-9,-17,4,0,5,-16,1.2,6,-2
COc1cc(NC(=O)c2cc3c(C)nc4ccccc4c3o2)cc(OC)c1OC,8,-10,-3,0,-3,-12,-2.1,4,2
NS(=O)(=O)c1ccc(N/C=C\C(=O)c2ccncc2)cc1,14,-12,-5,-3,14,-4,-0.2,4,-2
CC(NC(=O)CC12CC3CC(CC(C3)C1)C2)C(=O)O (configuration not stated),-9,-5,-3,0,5,1,0.3,1,2
COc1ccc2c(c1)c1nc3ccccc3nc1n2CCn1c(=O)oc2ccccc21,1,-2,-2,-6,-14,8,0.2,-1,-3
Cc1ccc(S(=O)(=O)Nc2ccc(Oc3cccnc3)nc2)cc1,2,0,-4,0,12,-4,0.7,-4,/
N=c1c2c(-c3ccccc3)c(-c3ccccc3)n(Cc3ccco3)c2ncn1CCCO,-47,7,0,1,-46,-6,-2.7,-2,/
